Source: PubChem (National Center for Advancing Translational Sciences (NCATS))
Nrf2 ARE act: qHTS of Nrf2 Activators; AID 624171, 2012; Potency, µM (top dose mostly 46.1 µM), inactives show at the top dose activation, hits mostly activators; actives 0.31% (n = 410,000); AREc32 ARE-luciferase reporter (MCF7-derived line), luminescence, 24 h; also: potency is read from the fitted curve at half-maximal effect; % of control where 0% means no effect; nearly all actives have a fitted effect of over 65% in size
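Reporter line AREc32 (ARE-Fluc), seeded overnight in OPTI-MEM with 5% FBS; compound pin-transferred, 24 hr at 37 deg C, 5% CO2; luminescent read-out.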
pAkt inh: HTS Assay for Inhibitors of Akt Phophorylation: Primary Screen | Neuro2A IGF-stimulated pAkt S473 HTRF, 20 min; active compounds read low | activity change, % for hits at 50 µM | actives 0.32% (n = 360,000) | AID 651550, 2012; in the data active = activity change below about -80%; inconclusive = mostly about -51% to -80%; also: % is scaled to controls: 0 for no effect and ±100 for the full control effect
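Neuro2A cells in DMEM with 0.5% FBS, overnight at 37 deg C, given compound at single 50 µM final, then IGF (6 nM final) for 20 min at 37 deg C. Lysed; phospho-Akt Ser473 by HTRF after 24 h, 665/615 ratio.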
HepG2 tox: qHTS for Inhibitors of TGF-b: Cytotox Counterscreen; AID 588856, 2011; Potency, µM (titrated, usually from 46.1 µM), for inactives: at the top dose activity change, negative = cytotoxicity, usual class: cytotoxic; actives 0.76% (n = 410,000); HepG2 CAGA-GFP viability, ATP luminescence, 18 h; also: potency is read from the fitted curve at half-maximal effect; some results filed as inactive show a strong effect at the top dose
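HepG2 CAGA-GFP cells (1000/well, DMEM with 1% FBS) received compound, then TGF-beta at 500 pg/mL final, and were incubated 18 hours at 37 degrees C. Viability was read by CellTiter-Glo luminescence. Media-only wells were set as complete cell-killing and DMSO as no toxicity.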
CCT chaperon mod: High-Throughput Screening for Modulators of Cytosolic Chaperonin Activity. actives 0.3% (n = 360,000). purified chaperonin ATPase assay, HTRF ADP detection, 30 min. activity change, % (concentration not given with the values), hits read low. AID 651819, 2012; in the data active = activity change below about -30%; also: % is scaled to controls: 0 for no effect and ±100 for the full control effect
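First, chaperonin was dispensed at 40 nM or 20 nM final depending on batch activity. Next, compounds were pinned at 76 uM and ATP added at 10 uM. After 30 min at 37 °C, ADP detection reagents ran 30 min at ambient temperature.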
Mm-Cpn inhibitor: Inhibitors of TCP-1 ring complex (TRiC) of Methanococcus maripaludis (MmCpn): qHTS | Chaperonin Mm-Cpn (Methanococcus maripaludis) | purified Mm-Cpn ATPase, ADP Transcreener TR-FRET | Potency, µM (doses to about 76.9 µM), for inactives: top-dose activity, negative = inhibition, actives largely listed as inhibitors | actives 0.031% (n = 330,000); also: potency is read from the fitted curve at half-maximal effect; % is scaled to controls: 0 for no effect and ±100 for the full control effect; nearly all actives have a fitted effect of over 80% in size
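Quantitative HTS used 25 nM Mm-CPN and 10 uM ATP in magnesium/KCl Tris buffer, pH 7.4, with 1 mM DTT. Hydrolysis ran 30 min at 37°C; ADP was read by HTRF.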
Nrf2 inh: Nrf2 qHTS screen for inhibitors | A549 ARE-Fluc reporter, luciferase luminescence, 18-24 h | Potency, µM (titrated, usually from 46 µM), without a hit: at the highest dose activity change, negative = inhibition, usual class: inhibitors | actives 2.1% (n = 360,000) | AID 504444, 2011; also: potency is read from the fitted curve at half-maximal effect; % is scaled to controls: 0 for no effect and ±100 for the full control effect; nearly all actives have a fitted effect of over 60% in size
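Nrf2 activity is the BugLite luminescence, read 15 min after reagent at room temperature, following CellTiter-Fluor cytotoxicity readout (30 min, 37C). Compound titrations were applied for 18-24 h to 5000 A549 ARE_Fluc cells/well in 5% FBS OPTI-MEM.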
TGFb inhibitor: qHTS for Inhibitors of TGF-b. Potency, µM (titrated, usually from 46.1 µM), inactives show at the highest dose activity, negative = inhibition, hits mostly inhibitors. actives 1.2% (n = 410,000). AID 588855, 2011. HepG2 CAGA-GFP TGF-b/SMAD3 reporter, GFP fluorescence, 18 h; TGF-beta stimulated, 500 pg/mL final; also: potency is read from the fitted curve at half-maximal effect; % is scaled to controls: 0 for no effect and ±100 for the full control effect; nearly all actives have a fitted effect of over 65% in size
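Read-out: total well GFP (ex488/em500-530) summed from mean per-cell fluorescence. Cells: HEPG2 CAGA-GFP, 1% FBS DMEM, 18 h at 37 degrees C with 500 pg/mL final TGF-beta. Unstimulated wells served as the full-inhibition control; stimulated DMSO wells = 0%.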
A549 tox: Nrf2 qHTS screen for inhibitors: counterscreen for cytotoxicity; A549 ARE-Fluc cells, CellTiter-Fluor viability, 18-24 h; Potency, µM (highest dose often 46 µM), for the others: top-dose activity change, negative = cytotoxicity, actives largely listed as inhibitors; actives 0.16% (n = 390,000); also: potency is read from the fitted curve at half-maximal effect; % is scaled to controls: 0 for no effect and ±100 for the full control effect
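Cytotoxicity counterscreen: CellTiter-Fluor fluorescence was measured in A549 ARE_Fluc cells after 18-24 h of compound exposure in a concentration series. The subsequent BugLite luminescent read reports ARE-luciferase activity.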
ATXN viability: Viability Counterscreen for Primary qHTS for Inhibitors of ATXN expression; S2 cells (HEK-293 line with an ATXN2-luciferase reporter) viability, CellTiter-Fluor protease fluorescence, 24 h; Potency, µM (titrated, usually from 56.7 µM), most hits filed as cytotoxic; actives 0.49% (n = 400,000); AID 651635, 2014; also: potency is read from the fitted curve at half-maximal effect; nearly all actives have a fitted effect of over 40% in size
Active calls of the source: *; i = inactive; ? = inconclusive; / = no result given; & = joins results of further samples; [ ] = remark or other dose. Unless noted, calls follow the shape of the dose curve; as a rule, active = well fitted curve in the direction sought with a large enough effect; inconclusive = small, poorly fitted or top-dose-only effect, or another doubt; inactive = no such curve, though single readings can be large; an effect the other way counts as inactive or inconclusive.

Below each SMILES: Nrf2 ARE act, pAkt inh, HepG2 tox, CCT chaperon mod, Mm-Cpn inhibitor, Nrf2 inh, TGFb inhibitor, A549 tox, ATXN viability
CCOC(=O)[C@H]1[C@H]2COc3cc(OC)ccc3[C@@H]2N2C(=O)CN(Cc3ccccc3)C(=O)[C@@]12C
    -0.7%, i, -12%, 0.7, 0%, 6%, 0%, 1%, i
CCN(CC(=O)Nc1cc(Cl)ccc1C)C(=O)c1ccc(N2CCCC2=O)cc1
    -0.1%, i, 6%, -0.5, 2%, -10%, -19%, 2%, i
CCc1nc(SCC(=O)NCCc2ccccc2)c2c(=O)n(C)c(=O)n(C)c2n1
    -0.2%, i, 13%, -0.9, 2%, 6%, 0%, -2%, i
O=C(/C=C\Nc1ccccn1)c1ccc(Cl)cc1
    -0.3%, i, -47%, -8.7, 0%, ?, -20%, 0%, ?
CCCCNC(=O)c1ccc(NC(=O)C2CCCO2)cc1 (stereo unspecified)
    -0.1%, i, -13%, -0.2, ?, ?, -1%, -1%, i
O=c1cc(CO)oc(C(Nc2cccc(C(F)(F)F)c2)c2ccccn2)c1O (stereo unspecified)
    0.3%, i, 18%, -2.9, 1%, 2%, ?, -2%, i
CCN(CC)Cc1cc(Nc2c3ccccc3nc3c4ccccc4n(C)c23)cc(CN(CC)CC)c1O
    ?, i, -57%, -0.6, /, ?, -30%, 16µM*, 32µM*
O=C(CCC(=O)N1CCN(Cc2ccccc2)CC1)Nc1nnc(C2CCCCC2)s1
    0.0%, i, 8%, 2.1, -1%, ?, 16%, -6%, i
COC(=O)c1ccc(/C=N/N2CCN(Cc3ccc(C)cc3C)CC2)cc1
    0.1%, i, -16%, -2.5, 3%, -1%, ?, -9%, i
Cc1cccc(NC(=O)CSCc2nc3c(nnn3Cc3ccc(F)cc3)c(=O)[nH]2)c1C
    -0.5%, i, 9%, -0.2, -1%, 0%, 27%, -1%, i
COc1ccccc1-c1c(C)oc2c(CN3CCN(CCO)CC3)c(O)ccc2c1=O
    -0.1%, /, -14%, -52*, 0%, 10%, 10%, 2%, i
CC(=O)c1ccc(S(=O)(=O)N(C)C(C)CCc2ccco2)cc1 (stereo unspecified)
    -0.1%, i, 0%, -2.2, 0%, 7%, -1%, 1%, i
CSC1=N/C(=C\c2cccc(F)c2)C(=O)S1
    0.2%, i, 0%, -0.3, -1%, 15%, -7%, -2%, i
Cc1ccc(C)c(NC(=O)C2CCC(C)(C(=O)O)C2(C)C)c1 (stereo unspecified)
    0.0%, i, 3%, -0.6, 0%, 9%, -3%, 0%, i
CCc1ccccc1NC(=O)Cn1c(=O)c2cccn2c2ccc(F)cc21
    -0.3%, /, -14%, /, /, 8%, -16%, 10%, /

Further records follow:
Below each SMILES: Nrf2 ARE act, pAkt inh, HepG2 tox, CCT chaperon mod, Mm-Cpn inhibitor, Nrf2 inh, TGFb inhibitor, A549 tox, ATXN viability
CC(C)Sc1nc(-c2ccccc2)cc(=O)[nH]1
    3.6%, i, -22%, 0.7, 0%, -12%, -2%, 2%, i
O=C(CSc1nnc(Cn2c(=O)sc3ccccc32)n1CCc1ccccc1)N1CCOCC1
    0.0%, i, -7%, 1.7, 1%, 4%, 8%, -22%, i
C[C@@H]1CCCCO[C@H](CN(C)S(=O)(=O)c2cccs2)[C@@H](C)CN([C@H](C)CO)C(=O)c2cc(NC(=O)Nc3ccc4c(c3)OCO4)ccc2O1
    -0.2%, i, 11%, -2.3, /, /, -3%, /, i
CCN(CC)S(=O)(=O)c1ccc(C(=O)OCCN2C(=O)CCC2=O)cc1
    -0.6%, i, -48%, -0.2, 2%, 1%, ?, -4%, i
CC(=O)c1cccc(NC(=O)CCS(=O)(=O)c2ccc(Br)s2)c1
    4.2%&15%, i, -4%&4%, -7.1, -13%, -1%&17%, 15%&-4%, -2%&-1%, i
O=C(c1cccnc1)N1CCN(c2c(Cl)cccc2[N+](=O)[O-])CC1
    0.2%, i, 3%, -1.2, -4%, -22%, 3%, -10%, ?
CCc1ccc(N(CC(=O)NC2CCCC2)S(=O)(=O)c2c(C)noc2C)cc1
    0.1%, i, -10%, -1.2, 0%, 1%, ?, -2%, i
CC1CCN(c2ccc(NC(=O)c3ccccc3[N+](=O)[O-])cc2)CC1
    0.0%, i, 3%, -0.8, 2%, 23%, 8%, 4%, i
CCCN1CCC(NC(=O)Nc2cc(Cl)ccc2OC)CC1
    -0.4%, i, 4%, -1.8, 0%, 0%, 1%, -7%, ?
CC(=O)Nc1ccc(S(=O)(=O)NCCC(=O)OCc2nc(N)nc(Nc3ccccc3C)n2)cc1
    -0.8%, i, 6%, 0.1, 0%, 15%, -7%, -11%, i
CCn1cc(Cl)c(C(=O)Nc2cccc(CN3CCOCC3)c2)n1
    0.0%, i, 3%, 1.6, -2%, -30%, 15%, 1%, i
COc1cccc(NC(=O)c2c(C)cc(C)cc2CC(C)(C)C(=O)O)c1
    1.7%, i, -29%, -0.2, -3%, -24%, 20%, 1%, i
CC(Sc1nnc(COc2ccc(Cl)cc2)n1-c1ccccc1)C(=O)O (stereo unspecified)
    -0.7%, i, -4%, -1.6, -1%, -6%, -11%, 1%, i
Oc1ccccc1N=Cc1ccc[nH]1
    0.6%, i, -55%, 3.1, 0%, 9%, ?, -4%, i
CCOc1cc(OCC)cc(C(=O)O)c1
    -0.3%, i, 1%, 0.2, -2%, 0%, 3%, -12%, i

Next part, overlapping the part above by 4 compounds.
Below each SMILES: Nrf2 ARE act, pAkt inh, HepG2 tox, CCT chaperon mod, Mm-Cpn inhibitor, Nrf2 inh, TGFb inhibitor, A549 tox, ATXN viability
COc1cccc(NC(=O)c2c(C)cc(C)cc2CC(C)(C)C(=O)O)c1
    1.7%, i, -29%, -0.2, -3%, -24%, 20%, 1%, i
CC(Sc1nnc(COc2ccc(Cl)cc2)n1-c1ccccc1)C(=O)O (stereo unspecified)
    -0.7%, i, -4%, -1.6, -1%, -6%, -11%, 1%, i
Oc1ccccc1N=Cc1ccc[nH]1
    0.6%, i, -55%, 3.1, 0%, 9%, ?, -4%, i
CCOc1cc(OCC)cc(C(=O)O)c1
    -0.3%, i, 1%, 0.2, -2%, 0%, 3%, -12%, i
Cc1cc(NC(=O)COC(=O)c2ccccc2S(=O)(=O)N(C)c2ccccc2)no1
    0.3%, i, 14%, -0.1, 4%, ?, 4%, ?, i
NC1=NC(=O)C(Cc2ccc(F)cc2)S1 (stereo unspecified)
    2.7%, i, 8%, 1.2, -1%, 10%, 30%, -3%, i
CN(C)CCNC(=O)C1(C)Cc2c(-c3cccc(C(F)(F)F)c3)ccnc2O1 (stereo unspecified)
    5.2%, i, -31%, -1.3, /, /, -1%, /, i
O=C1CCCC/C=C\C[C@H](CC(=O)N(CCO)Cc2ccccc2)C(=O)N[C@@H](c2ccccc2)CO1
    0.1%, i, -2%, 0.6, 1%, 0%, 0%, -5%, i
CCN(CC)c1ccc(/C=c2\sc3nc4ccccc4n3c2=O)c(O)c1
    -0.2%[9.22 µM], i, -19%, -29, -1%, ?, -4%, ?, /
CCCCCOc1ccc2oc(=O)c3c(c2c1)CCCN3C(=O)CN1CCCC(C(=O)OCC)C1 (stereo unspecified)
    3.8%, i, -27%, -0.3, -2%, ?, -21%, ?, i
CCOC(=O)Nc1cc(C(=O)OC)cc(C(=O)OC)c1
    0.4%, i, 0%, -1.4, 0%, -8%, 4%, -2%, i
COc1cc(C)c(C(C)C)cc1S(=O)(=O)n1ccnc1
    -0.7%, i, -10%, -0.6, 1%, 5%, -17%, -5%, i
COc1ccccc1C(=O)Nc1ccccc1C(=O)OCc1cc(=O)n2ccsc2n1
    -0.3%, /, -8%, /, /, /, 2%, 1%, i
Cc1cc(C(=O)Nc2cccc(S(=O)(=O)N3CCCC3)c2)c2ccccc2n1
    0.3%, i, -23%, 3.0, -2%, ?, -8%, -7%, ?
COc1cc(NC(=O)CSCc2ccccc2)c(C(=O)O)cc1OC
    2.7%, i, 2%, -3.3, -5%, 3%, 3%, -11%, ?
CCC[N+](CC#CCO)(CC#Cc1ccccc1)CCC
    -0.2%, i, -2%, -1.0, 1%, -1%, 0%, -1%, i
O=C(CN1C(=O)C2CCCCC2C1=O)Nc1nc(-c2ccc(F)cc2)cs1 (stereo unspecified)
    -0.4%, i, -60%, 1.9, -1%, -13%, 0%, -5%, i
CS(=O)(=O)c1ccc2nc(NC(=O)c3ccc(S(=O)(=O)NCC4CCCO4)cc3)sc2c1 (stereo unspecified)
    -0.5%, i, -2%, 0.8, 3%, 4%, -12%, -1%, i
C=CCn1c(SCC(=O)NC(=O)NCC(C)C)nnc1C1CCCCC1
    -0.1%, i, -20%, 0.0, -1%, 11%, 29%, 5%, i
COc1cccc(CNc2nc(NC(C)C)nc3ccsc23)c1
    1.4%, /, -11%, -0.7, /, /, 18%, /, ?

No enrichment for hits; any-hit rate near 4.4%.
